Large T inhibition – TAg ATPase/helicase activity blockers – biochemical (AID 1903); SV40 large T antigen ATPase/helicase inhibition assay; higher % means a stronger effect; inhibition, % at 20 µM, or IC50 in µM where a hit was titrated; 0.39% of 310,000 active; in the data active = a potency from the dose series; inconclusive = inhibition mostly from about 32% at the one dose, without a potency; inactive = the rest, 99 in 100 with inhibition below about 32%; note: strong numbers were not always called active
ER stress rescue – protection against thapsigargin-triggered cell killing – 384-well, CSM14.1, ATP luminescence, primary screen (AID 1222) | CSM14.1 thapsigargin-induced death rescue, ATP luminescence; higher % means a stronger effect | one-dose cellular ATP content (survival), % at 20 µM; EC50 in µM for titrated hits | 190,000 tested, under 10 active;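 active = EC50 below 50 µM in the dose-response confirmation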;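 note: death triggered by thapsigargin at about 15 µM added after 2 h compound pretreatment; cell ATP read after overnight thapsigargin exposure of roughly 18 to 22 hours; normalized against plate controls of thapsigargin alone and 5% DMSO vehicle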
Salmonella PhoP GFP – PhoP-dependent GFP reporter repression – Salmonella Typhimurium, primary screen (AID 1863) | S. Typhimurium PhoP-regulated promoter GFP reporter, 4 h; higher % means a stronger effect | inhibition, % at 50 µM, or IC50 in µM where a hit was titrated | 0.16% of 300,000 active;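 active = inhibition over 29.93%, a cutoff 3 SD above the screen mean, later confirmed by dose response; inconclusive = inhibition over 29.93% but no dose response follow-up; inactive = inhibition at most 29.93% or unconfirmed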;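 note: 0% = low Mg2+ inducing control and 100% = high Mg2+ repressing control; strong numbers were not always called active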
human PMI inhibition – inhibitors of human PMI, primary screen, biochemical, fluorescence intensity, coupled assay (AID 1209); inhibition, % at 20 µM, or IC50 in µM where a hit was titrated; purified PMI enzyme, coupled fluorescence intensity; higher % means a stronger effect; 0.42% of 190,000 active;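 note: plate controls were DMSO vehicle for no effect and wells lacking substrate for full effect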
West Nile antiviral – inhibition of WNV-induced cytopathic effect – cell-based, CPE readout (AID 1621); West Nile virus-infected cells, CPE inhibition; higher % means a stronger effect; one-dose CPE inhibition, % at 10 µM; IC50 in µM for titrated hits; 0.02% of 290,000 active; in the data active = a potency from the dose series; inconclusive = CPE inhibition mostly from about 3.7% at the one dose, without a potency; inactive = the rest, 99 in 100 with CPE inhibition below about 2.2%; note: strong numbers were not always called active
Insulin prom up – MIN6 insulin promoter up-regulation. z-score at 5 µM. MIN6 insulin promoter-GFP reporter, high-content imaging; stronger effect = higher value. 0.3% of 190,000 active. AID 1625;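 active = z-score above 3 at 5 µM with at least 500 cells counted in the well; inconclusive = wells under 500 cells, flagged as cytotoxic or low count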
TNAP activators – stimulation of alkaline phosphatase TNAP activity – biochemical, luminescent, no phosphate acceptor, uHTS, primary screen (AID 1001). purified TNAP, luminescent activation assay, no phosphate acceptor; higher activation fold means a stronger effect. 0.03% of 200,000 active. one-dose activation fold at 20 µM; EC50 in µM for titrated hits; in the data active = activation fold from about 3, or a potency from the dose series; inactive = the rest, 99 in 100 with activation fold below about 1.6; note: many of its hits are not listed in these tables
human PMI inhibitors – MPI inhibition at elevated mannose 6-phosphate – biochemical, fluorescence intensity, high mannose 6-phosphate, primary screen (AID 1220); recombinant PMI enzyme, coupled fluorescence intensity; higher % means a stronger effect; 0.66% of 190,000 active; inhibition, % at 20 µM, or IC50 in µM where a hit was titrated
RSV CPE inhibition – RSV antiviral activity via CPE protection, HEp-2 cells, primary 10 µM value included (AID 2391). HEp-2 cells, RSV-induced CPE inhibition; higher % means a stronger effect. CPE inhibition, % at 10 µM, or IC50 in µM where a hit was titrated. 0.13% of 310,000 active; in the data active = a potency from the dose series; inconclusive = CPE inhibition mostly from about 23% at the one dose, without a potency; inactive = the rest, 99 in 100 with CPE inhibition below about 21%; note: strong numbers were not always called active
Insulin prom up cell count – second read-out of Insulin prom up, no call of its own (marks repeat the call); cell count; measured here: cytotoxicity, nuclei count;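 total cells summed across four imaged fields per well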
The depositor's hits bear a star; ? = inconclusive; . = not tested or not shown. Cut-off read from the data, not from the text of the source, unless noted: active = inhibition above about 50%; inactive = the rest.

SMILES	Large T inhibition	ER stress rescue	Salmonella PhoP GFP	human PMI inhibition	West Nile antiviral	Insulin prom up	Insulin prom up cell count	TNAP activators	human PMI inhibitors	RSV CPE inhibition
Nc1ccc(S(=O)(=O)NC2(C(F)(F)F)NC(=O)N(Cc3ccccc3)C2=O)cc1 (stereo not given)	-5.0%	.	10.3%	.	-0.6%	.	.	.	.	0.1%
COc1cccc(-c2csc(N3CCN(C(=O)NC45CC6CC(CC(C6)C4)C5)CC3)n2)c1	10.2%	2.1%	3.8%	11.7%	0.1%	?	.	1.2	6.6%	-0.1%
COc1ccc(NC(=O)C2CCCN(S(=O)(=O)c3ccc4c(c3)CCCN4C(C)=O)C2)cc1Cl (stereo not given)	11.6%	.	-0.9%	.	0.0%	.	.	.	.	12.1%
Nc1nc(O)c(Sc2ccccc2[N+](=O)[O-])c(=O)[nH]1	5.3%	.	13.7%	.	0.2%	.	.	.	.	1.1%
COc1cccc(/C=C/C(=O)OCC(=O)Nc2cc(C(F)(F)F)ccc2Cl)c1	-9.2%	-3.1%	10.4%	18.4%	-0.3%	-0.46	1387	1.2	1.9%	1.7%
CC1(C(=O)O)CCC(C(=O)Nc2ccc(F)cc2)C1(C)C (stereo not given)	17.4%	.	-4.1%	.	0.2%	.	.	.	.	-3.0%
CCOC(=O)c1ccc(Oc2nc(OC)nc(N(C)C)n2)cc1	-2.6%	4.0%	-7.9%	-7.1%	-0.4%	0.26	1028	1.1	4.8%	6.2%
O=C(O)COc1ccccc1/C=N/NC(=O)CSc1nc2ccccc2s1	.	.	0.4%	.	0.1%	1.54	1048	.	.	0.5%
CCOc1cccc(/C=N/NC(=O)c2cc(-c3cccn3C)n[nH]2)c1O	24.3%	-0.4%	-1.9%	-3.4%	0.0%	-0.97	1409	2.7	-9.8%	14.8%
CN(CCc1ccccn1)C(=O)CCC1CCCN(C(=O)CCOc2ccccc2)C1 (stereo not given)	1.2%	0.7%	-2.9%	6.4%	-0.5%	-0.85	1339	1.1	0.1%	-1.1%
C=CCn1c(SCC(=O)c2ccc(O)c(O)c2)nnc1-c1ccccc1OC	14.7µM*	1.3%	11.5%	33.0%	-0.4%	-0.33	1162	0.6	16.9%	0.7%
COc1ccc(OC)c(-c2nc3ccccc3nc2-c2ccccc2)c1	7.6%	.	12.6%	.	0.2%	0.41	1248	.	.	0.4%
CN(c1ccccc1)S(=O)(=O)c1cccc(NC(=O)CSc2nncs2)c1	5.5%	0.5%	16.4%	19.0%	-0.3%	-0.54	1354	1.2	9.8%	1.4%
COc1cc(C=O)ccc1OCC(=O)N1CCCC1	0.8%	-0.2%	-1.0%	9.0%	0.4%	-0.12	1445	1.1	12.6%	0.8%
Cc1ccc(S(=O)(=O)N2CCN(C(=O)CSC3CCCC3)CC2)c(C)c1	-0.7%	-2.7%	3.1%	11.8%	-1.1%	-1.47	1324	1.1	6.7%	12.4%
O=C(CSc1nnnn1-c1ccccc1)c1ccc(O)cc1O	11.8%	.	-11.7%	.	-0.3%	0.09	993	.	.	-1.1%
CC1CCN(S(=O)(=O)c2ccc(NC(=O)CCN3C(=O)c4ccccc4C3=O)cc2)CC1	18.0%	-1.0%	-3.9%	1.2%	1.1%	0.28	983	1.1	0.3%	0.4%
CN(C)/C=N/C(=S)Nc1ccccc1Cl	7.3%	1.4%	-9.0%	12.0%	0.3%	0.01	1467	1	6.0%	-0.9%
Cc1ccc(C(=O)NNC(=O)c2cc3cc4ccccc4nc3s2)cc1	9.9%	-2.4%	-3.4%	-21.9%	.	-0.09	1448	1.1	-15.3%	8.6%
Cn1c(-c2ccccc2)cc(=O)c2ccccc21	5.3%	-0.6%	-7.6%	4.5%	-0.4%	0.21	1652	1.2	2.0%	1.7%
CCOc1ccc(NC(=O)CSc2n[nH]c(N)n2)c([N+](=O)[O-])c1	10.1%	-4.4%	2.8%	-0.7%	-0.3%	0.75	1310	0.9	-6.9%	3.0%
CCCCN(CCCC)C(=O)C1CC=CCC1C(=O)O (stereo not given)	20.0%	-0.3%	-7.7%	.	0.8%	0.46	1654	1.1	.	0.7%
CN1[C@@H]2CC[C@H]1CC(OC(=O)C(CO)c1ccccc1)C2 (stereo not given in full)	3.7%	-3.6%	-2.1%	-3.2%	0.1%	.	.	1.1	-2.4%	0.0%
C=CCn1c(SCc2ccccc2)nc2scc(-c3ccc(C)o3)c2c1=O	1.8%	2.3%	11.0%	2.9%	-0.5%	.	.	1	0.9%	2.5%
C#Cc1cccc(C(=O)N2CCCC(C(=O)c3ccc(OC)cc3C)C2)c1 (stereo not given)	5.5%	.	-2.5%	.	-0.4%	.	.	.	.	1.3%
(continued)
SMILES	Large T inhibition	ER stress rescue	Salmonella PhoP GFP	human PMI inhibition	West Nile antiviral	Insulin prom up	Insulin prom up cell count	TNAP activators	human PMI inhibitors	RSV CPE inhibition
CCC(NC(=O)C1CCCO1)c1ccccc1 (stereo not given)	7.0%	.	-6.6%	.	-0.3%	.	.	.	.	0.7%
COc1ccc(-c2ccc(SCC(=O)Nc3nccs3)nn2)cc1OC	0.8%	-1.1%	-0.7%	2.5%	-0.3%	-0.56	1637	1.1	6.8%	-0.3%
Cc1ccc(S(=O)(=O)N(C)C)cc1NC(=S)Nc1ccc2[nH]c(=O)[nH]c2c1	21.6%	1.3%	-1.3%	44.5%	0.0%	-0.63	1153	1.1	14.8%	1.6%
CC1(C)Cc2c(C#N)c(NC3CCCCC3)nc(-c3ccco3)c2CO1	17.2%	.	6.8%	-18.2%	-0.1%	.	.	1.1	-42.7%	8.1%
O=C(O)c1cn2c3c(ccc(Cl)c3c1=O)OCC2	13.6%	.	-3.4%	.	0.2%	.	.	.	.	1.3%
Cc1ccc(-n2c(SCn3nnc4ccccc4c3=O)nnc2-c2cccnc2)c(C)c1	6.6%	7.6%	-8.9%	-0.8%	-0.7%	0.47	1118	1	-3.3%	4.2%
CCCCOc1ccc(C(=O)N/C(=C/C=C/c2ccccc2)C(=O)N2CCOCC2)cc1	1.8%	-4.2%	-1.2%	10.0%	-1.1%	0.08	1317	1.1	9.8%	5.7%
Cc1cccnc1NC(=O)C1CCCN(S(=O)(=O)c2ccc3c(c2)oc(=O)n3C)C1 (stereo not given)	16.0%	1.2%	14.1%	-0.8%	-0.1%	-0.79	945	1.2	-1.0%	2.7%
Cc1onc(-c2ccccc2)c1-c1n[nH]c(=S)n1-c1ccc(C(=O)O)cc1	-3.9%	3.9%	-4.5%	3.3%	0.5%	-0.07	904	1	-2.9%	2.2%
CCOc1ccccc1Nc1ccc2nonc2c1[N+](=O)[O-]	7.8%	.	4.4%	.	0.5%	.	.	.	.	1.0%
Cc1cc(Nc2ncc(Cl)cc2Cl)n(-c2ccccc2)n1	10.1%	-0.6%	7.2%	10.1%	-0.8%	1.37	1473	1.2	-0.2%	1.5%
CC(C)NC(=O)c1ccc2c(c1)nnn2C	10.0%	.	-1.9%	2.0%	-0.3%	-1.3	1166	1.2	3.4%	1.5%
COc1cccc(CNC(=O)CCC(=O)N2Cc3cccc(OC)c3Oc3ncccc32)c1OC	18.8%	.	-5.8%	.	-0.2%	.	.	.	.	0.1%
Clc1cccc(Cl)c1C1=NOC(c2nnc(-c3ccccc3)o2)C1 (stereo not given)	13.2%	.	4.0%	.	0.3%	0.88	690	.	.	0.2%
Cc1ccc(NC(=O)CN(C)S(=O)(=O)c2cccc3cccnc23)cc1F	7.3%	.	-7.3%	.	0.0%	.	.	.	.	8.1%
CN1c2ccccc2Sc2cc(N)ccc21	?	.	-2.1%	.	-1.1%	.	.	.	.	42.1%
O=C(Nc1cccc(F)c1)N1CCC(c2ccccc2)CC1	10.3%	.	1.0%	.	-1.1%	.	.	.	.	15.7%
O=C(COC(=O)c1cc(-c2cccs2)nn1-c1ccccc1)Nc1ccc(Cl)c([N+](=O)[O-])c1	9.5%	1.8%	10.2%	19.3%	0.2%	0.43	1519	1	9.6%	1.4%
CC/C(Cc1ccccc1)=N\NC(=O)c1cc(C)oc1C	2.2%	-0.9%	-3.5%	11.9%	0.0%	-0.37	1573	1.1	2.7%	0.5%
O=[N+]([O-])c1c(Nc2ccc(O)cc2)cc(Cl)c2nonc12	12.3µM*	.	20.0%	.	-2.5%	.	.	.	.	-2.5%
COc1ccc(-c2csc(NC(=O)C3COc4ccccc4O3)n2)cc1OC (stereo not given)	-2.9%	-1.4%	7.0%	20.2%	0.1%	0.19	1339	1.1	6.0%	16.7%
O=C(NC(=S)N1CCCCCC1)c1ccccc1Cl	6.1%	-1.0%	-6.4%	0.8%	0.7%	0.26	1081	1.1	-0.9%	-1.5%
O=C(NC1CCCC1)C(c1ccccn1)N(C(=O)c1csnn1)c1ccc(F)cc1 (stereo not given)	14.9%	.	2.7%	.	-0.4%	.	.	.	.	0.1%
O=C(COC(=O)c1ccccc1NCCO)Nc1cc(C(F)(F)F)ccc1N1CCOCC1	7.2%	.	-0.9%	.	0.0%	.	.	.	.	12.1%
COc1ccc(-c2n[nH]c(=S)n2Cc2ccccc2)cc1	9.5%	.	-0.8%	.	0.3%	.	.	.	.	1.6%
Remaining list, next part.
SMILES	Large T inhibition	ER stress rescue	Salmonella PhoP GFP	human PMI inhibition	West Nile antiviral	Insulin prom up	Insulin prom up cell count	TNAP activators	human PMI inhibitors	RSV CPE inhibition
CCOC(=O)c1cnc(SCC(=O)Nc2nc(C)c(C)s2)nc1N	16.2%	-0.7%	-2.1%	2.8%	-1.4%	-0.19	1385	1.1	-0.5%	2.4%
Cn1cc(/C=N/Nc2ccccc2)c2ccccc21	4.3%	-1.4%	2.8%	-63.8%	-0.2%	-0.94	1330	1	-147.6%	5.2%
CCO[C@H]1OC(C(=O)NCc2ccccc2)=C[C@@H](C2CC2)[C@@H]1CCCO	9.0%	-1.1%	6.8%	-3.8%	-0.6%	-0.82	1278	1.1	-4.6%	-1.4%
COc1ccc(/C(N)=N/OC(=O)Cc2ccccc2)cc1	6.4%	2.0%	-24.3%	16.1%	0.1%	-0.12	1519	1.5	11.6%	-0.7%
O=S(=O)(Nc1ccc(-c2cnco2)cc1)c1ccccc1	10.9%	.	-11.8%	.	-0.3%	0.06	1121	.	.	0.9%
CN=c1scc(C)n1/N=C/c1ccc(O)c(O)c1O	7.3%	-1.0%	11.8%	.	-0.3%	.	.	0.8	.	1.3%
COc1ccc(Cn2nnnc2C(c2cc3cccc(C)c3[nH]c2=O)N2CCOCC2)cc1 (stereo not given)	9.0%	0.3%	-9.6%	-12.9%	0.5%	0.6	1438	1.1	-22.9%	1.2%

Printed as active in Large T inhibition, among the entries above:
structure,Large T inhibition,Salmonella PhoP GFP,human PMI inhibition,West Nile antiviral,TNAP activators,human PMI inhibitors,RSV CPE inhibition
C=CCn1c(SCC(=O)c2ccc(O)c(O)c2)nnc1-c1ccccc1OC,14.7µM*,11.5%,33.0%,-0.4%,0.6,16.9%,0.7%
O=[N+]([O-])c1c(Nc2ccc(O)cc2)cc(Cl)c2nonc12,12.3µM*,20.0%,.,-2.5%,.,.,-2.5%

Bioassay records from PubChem.
